USP2a inh – USP2a (human) protease inhibition | O75604 | Potency, µM (doses to about 38.3 µM), for the others: top-dose activity change, negative = inhibition, most hits filed as inhibitors | hit rate 0.01% among 330,000 | AID 463254 | USP2 core, Ub-CHOP2 coupled fluorogenic reporter, 485/531;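 also: potency is read from the fitted curve at half-maximal effect; plate controls were DMSO wells for no effect and full inhibition by NEM control for full effect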
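Deubiquitinase activity read as fluorescence (485/531 nm) after Ub-CHOP2 cleavage activates the enterokinase reporter on its substrate; USP2 core 10nM, Ub-CHOP2 and substrate 25nM each, 30min compound preincubation then 60min RT; data normalized to NEM, curves fitted.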
ELG1 genotox – inducers of genotoxicity in HEK293T ELG1-luciferase cells. HEK293T ELG1-luciferase reporter, luminescence, 16 h. Potency, µM (top dose mostly 46 µM), inactives show at the top dose activity change, positive = activation, hits mostly activators. hit rate 1.3% among 330,000; also: potency is read from the fitted curve at half-maximal effect; % of control where 0% means no effect; nearly all actives have a fitted effect of over 60% in size
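After overnight (16 hr) compound treatment at 37 °C, ELG1-luciferase HEK293T cells were lysed with ONE-Glo; luminescence quantified 30 min later at room temperature.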
PTAP TSG101 blk – blocks PTAP/TSG101 interaction to inhibit HIV-1 budding; Q99816; Fluorescence polarization, FITC-PTAP peptide / Tsg101 binding; Potency, µM (series often up to 115 µM), without a hit: at the top dose activity change, negative = inhibition, actives largely listed as inhibitors; 340,000 tested, under 10 active; active = well fitted inhibition curve with a large enough effect in the main read-out, with a control signal flat, not every such curve was filed as active; inconclusive = small, poorly fitted or top-dose-only effect, or effect the other way, or a change in a side signal; inactive = no such curve, though single readings can be large or run the other way; also: potency is read from the fitted curve at half-maximal effect; % of control where 0% means no effect
Target sequence (Q99816 whole entry, looked up): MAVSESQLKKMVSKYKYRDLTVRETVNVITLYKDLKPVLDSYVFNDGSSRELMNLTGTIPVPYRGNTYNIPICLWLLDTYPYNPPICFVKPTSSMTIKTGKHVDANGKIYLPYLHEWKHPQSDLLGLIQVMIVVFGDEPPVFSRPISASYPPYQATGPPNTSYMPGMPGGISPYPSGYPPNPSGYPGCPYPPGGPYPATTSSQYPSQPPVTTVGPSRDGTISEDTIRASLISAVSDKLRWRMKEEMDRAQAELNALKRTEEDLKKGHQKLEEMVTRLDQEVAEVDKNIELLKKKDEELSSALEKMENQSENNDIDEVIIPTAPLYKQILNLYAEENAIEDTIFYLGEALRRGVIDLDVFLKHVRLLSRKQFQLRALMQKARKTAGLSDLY
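Steps: Tsg101 binding domain dispensed (10 uM final), compounds pinned in DMSO, FITC-labeled PTAP-motif peptide added (50 nM final); after 20 min binding at room temperature, polarization measured.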
Integrin act MD – activates integrin-mediated alleviation for muscular dystrophy. alpha7betagal myoblasts, beta-gal FDG fluorescence, 48 h. Potency, µM (doses to about 38.3 µM), inactives show at the top dose activation, hits mostly activators. hit rate 0.064% among 350,000;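 also: potency is read from the fitted curve at half-maximal effect; 100% = response of the positive control SU9516; nearly all actives have a fitted effect of over 60% in size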
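Alpha7betagal+/- myoblasts (passage 13) were plated 16-24 hr, then exposed to compounds (1:260 dilution of DMSO stock) for 48 hours at 37C. After MPER lysis, β-galactosidase reporter activity was read as FDG fluorescence (ex 480/em 540) after 30 minutes.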
p53 reactivation – re-activators of mutant p53. AID 504706. hit rate 0.063% among 320,000. Potency, µM (top dose mostly 92.2 µM), without a hit: at the highest dose activity change, positive = activation, most hits filed as activators. H1299 p53-A138V BP100-luciferase reporter, luminescence, 24 h; also: potency is read from the fitted curve at half-maximal effect; % of control where 0% means no effect; nearly all actives have a fitted effect of over 45% in size
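H1299 (p53-null), stable ts p53-A138V + BP100-Luc; 1000 cells/well, Opti-MEM/10% FBS; cpd 4 pt, 1:5; 24 h, 37 deg C, 5% CO2; detection reagent 10 min RT; luminescence.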
BRCA1 expr act – activators of BRCA1 expression | MCF7-BRCA1-FFLuc reporter, luminescence, 48 h; response scale: scaled: vehicle 0%, 10 µM genistein 100% | Potency, µM (top dose mostly 46.1 µM), without a hit: at the highest dose activation, actives largely listed as activators | hit rate 1.1% among 380,000; also: potency is read from the fitted curve at half-maximal effect; nearly all actives have a fitted effect of over 80% in size; some results filed as inactive show a strong effect at the top dose
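Quantitative HTS in MCF7 cells stably reporting BRCA1 expression via firefly luciferase. Compound treatment lasts 48 h at 37 °C in phenol-red free MEM. Activation is expressed relative to genistein at 10 microM and DMSO.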
TRPV1 agonist – agonists of human vanilloid receptor 1 (TRPV1) | Q8NER1 | TRPV1-expressing cells, Fluo-8 calcium influx, agonist mode | activation, % at 8.33 µM | hit rate 0.19% among 320,000 | AID 540275; in the data active = activation above about 80%; inconclusive = between about 30% and that limit; also: 0% is about no effect
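TRPV1-expressing cells were cultured overnight at 35.5C and loaded with Fluo-8 calcium dye for 40 to 90 min at room temperature. After a 10 s baseline, compound was added and calcium influx was read kinetically for 3 min (ex 480/em 520 nm).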
B2AR arrestin – beta2AR (human) beta-arrestin recruitment activity; Potency, µM (doses to about 46.1 µM), inactives show at the highest dose activation, usual class: activators; hit rate 0.02% among 330,000; beta-arrestin recruitment to beta2AR, cell-based reporter; P07550;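 also: potency is read from the fitted curve at half-maximal effect; 0% = DMSO controls and full agonism = EC100 isoproterenol or metaproterenol; nearly all actives have a fitted effect of over 65% in size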
Target sequence (P07550 whole entry, looked up): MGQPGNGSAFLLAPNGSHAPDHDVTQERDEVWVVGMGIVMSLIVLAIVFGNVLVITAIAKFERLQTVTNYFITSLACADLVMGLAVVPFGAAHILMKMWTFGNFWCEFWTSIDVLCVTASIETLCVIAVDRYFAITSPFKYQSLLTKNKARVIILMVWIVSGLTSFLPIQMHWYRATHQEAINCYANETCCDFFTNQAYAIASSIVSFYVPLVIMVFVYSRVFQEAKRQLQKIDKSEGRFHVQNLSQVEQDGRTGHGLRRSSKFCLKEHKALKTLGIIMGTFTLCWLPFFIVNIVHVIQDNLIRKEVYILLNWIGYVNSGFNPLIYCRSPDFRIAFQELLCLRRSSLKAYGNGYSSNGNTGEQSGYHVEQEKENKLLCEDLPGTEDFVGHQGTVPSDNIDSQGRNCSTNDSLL
uPA generation – inhibitors of cell surface uPA generation; cell surface uPA generation assay, qHTS; Potency, µM (doses to about 38.3 µM), inactives show at the top dose activity change, negative = inhibition, most hits filed as inhibitors; hit rate 0.31% among 330,000; AID 540303; active = well fitted inhibition curve with a large enough effect; inconclusive = small, poorly fitted or top-dose-only effect; inactive = no such curve, though single readings can be large or run the other way; tested in mouse RAW 264.7 cells; also: potency is read from the fitted curve at half-maximal effect; % is scaled to controls: 0 for no effect and ±100 for the full control effect; nearly all actives have a fitted effect of over 55% in size
Eya2 inh – inhibitors of human Eya2 phosphatase activity. O00167. Potency, µM (titrated, usually from 76.9 µM), inactives show at the top dose activity, negative = inhibition, hits mostly inhibitors. hit rate 0.006% among 330,000. recombinant Eya2, OMFP fluorescence dephosphorylation (OMFP is methylfluorescein phosphate). AID 488837; also: potency is read from the fitted curve at half-maximal effect; % is scaled to controls: 0 for no effect and ±100 for the full control effect
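Eya2 (0.2 uM) preincubated 10 min at ambient with compound, then OMFP substrate added at 50 uM; 10 min reaction in 50 mM HEPES pH 7.5, 50 mM NaCl, 5 uM MgCl2, 0.05% BSA, 1 mM DTT. Fluorescence read at Ex 485/Em 525 nm.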
S-ASM inh – inhibitors of human secretory acid sphingomyelinase; placental ASM, HMU-PC fluorogenic substrate, 60 min; Potency, µM (doses to about 57.5 µM), for the others: top-dose activity change, negative = inhibition, actives largely listed as inhibitors; hit rate 0.006% among 340,000; AID 504937; also: potency is read from the fitted curve at half-maximal effect
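qHTS format. ASM enzyme prepared from human placenta hydrolyses the fluorogenic substrate HMU-PC0 (9 uM final) over 60 min at 37 °C after a 10 min compound preincubation.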
Active calls of the source: *; ? = inconclusive; . = no result given; [ ] = another dose, or the depositor's remark. Unless noted, calls follow the shape of the dose curve; as a rule, active = well fitted curve in the direction sought with a large enough effect; inconclusive = small, poorly fitted or top-dose-only effect, or another doubt; inactive = no such curve, though single readings can be large; an effect the other way counts as inactive or inconclusive. Compounds were not picked by outcome. Share with any hit: about 2.6%.

SMILES	USP2a inh	ELG1 genotox	PTAP TSG101 blk	Integrin act MD	p53 reactivation	BRCA1 expr act	TRPV1 agonist	B2AR arrestin	uPA generation	Eya2 inh	S-ASM inh
Cn1c2ccccc2c2c(=O)oc3ccccc3c21	-6.7%	15.8%	-5.2%	-9.0%	27.5%	?	.	2.8%	-22.7%	-3.1%	1.8%
OC(CNCCc1ccc(C(F)(F)F)cc1)COc1cccc2ccccc12 (configuration not stated)	-9.7%	-0.7%	-13.8%	-8.5%	-31.7%[inhibitor]	-83.6%[inhibitor]	5.3	-0.9%	6.3%	-16.5%	-23.1%
CCOC(=O)c1ccc(NC(=O)c2nc[nH]c2C(=O)NCCNC(=O)c2[nH]cnc2C(=O)Nc2ccc(C(=O)OCC)cc2)cc1	7.4%	-1.9%	.	27.8%	-2.9%	5.0%	.	-0.3%	4.0%	-0.6%	0.2%
Cc1ccc(/C=C/C(=O)O)cc1S(=O)(=O)N1CCCCC1	-10.0%	1.9%	-1.8%	-6.6%	-3.4%	-2.1%	9.1	-0.4%	3.4%	13.1%	0.1%
O=C(c1ccc(CS(=O)c2cccc(Cl)c2)o1)N1CCN(c2ccccn2)CC1 (configuration not stated)	1.6%	-0.5%[9.26 µM]	-1.1%	?	8.5%	-38.5%	4.5	0.5%	-21.9%	0.3%	4.7%
Cc1cccc(C)c1N1C(=O)C(Cl)=C(N2CCCC2)C1=O	0.6%	-3.8%	-2.0%	-9.0%	-1.8%	-3.2%	11.3	-0.4%	9.6%	-3.7%	-3.6%
O=C(N/N=C/c1ccc(O)c(O)c1)C1CC1	.	.	0.3%	10.7%	.	-21.1%	.	.	?	.	14.5%
COc1ccc2c(c1)sc(=N)n2CC(=O)Nc1cc(C)cc(C)c1	0.1%	-4.6%	5.5%	1.7%	-1.1%	-21.0%	-3.4	0.2%	3.6%	-4.8%	-6.4%
O=C(CSc1ncn[nH]1)NCCC(c1ccccc1)c1ccccc1	0.5%	-4.9%	-4.5%	-14.8%	-16.5%	-15.9%	?	0.3%	0.6%	-24.0%	2.0%
Cc1cc(OC(C)C(=O)NCCCn2ccnc2)c2c(C)cc(=O)oc2c1 (configuration not stated)	1.4%	1.0%	-5.5%	?	0.2%	8.6%	0.6	0.2%	5.3%	3.0%	0.2%
COc1ccc(S(=O)(=O)N2CCN(Cc3ccccc3)CC2)cc1	0.6%	-5.5%	-4.6%	26.4%	4.8%	-5.6%	25.5	0.1%	.	8.7%	1.7%
CC(Cc1ccccn1)NC(=O)c1ccc(OC2CCN(Cc3ccccn3)CC2)cc1 (configuration not stated)	0.8%	?	-2.8%	?	7.3%	35.3%	3.2	0.0%	-3.2%	-3.8%	1.4%
CCc1ccc(N2CC(C(=O)OCC(=O)NC3CCS(=O)(=O)C3)CC2=O)cc1 (configuration not stated)	-0.7%	2.0%	-5.1%	-30.3%	-13.4%	-20.7%	-1.9	-1.0%	4.4%	-20.2%	3.0%
CC(=O)c1cccc(NC(=O)[C@@H](NC(N)=O)C(C)C)c1	4.0%	0.3%	-5.7%	15.3%	-2.1%	-13.3%	-1.2	0.2%	0.2%	-13.5%	-2.8%
Cn1ccnc1Sc1nnnn1-c1ccccc1	1.6%	1.0%	-6.4%	-7.0%	1.9%	6.8%	0.6	-0.1%	0.1%	-8.6%	0.0%
COCCCNC(=S)N1CCN(c2nc(-c3ccccc3)cs2)CC1	1.7%	-10.4%	-8.5%	10.7%	-0.7%	-4.4%	?	-0.5%	-19.9%	14.0%	-10.8%
NC(=S)N/N=C/c1ccc([N+](=O)[O-])cc1	-2.4%	-4.0%	-0.7%	21.6%	-2.3%	-3.8%	-1.0	0.0%	-2.6%	-3.0%	0.4%
COc1ccccc1C(=O)NCCC(=O)Nc1ccncc1	1.0%	0.5%	-5.7%	24.3%	-7.8%	-3.2%	0.6	0.2%	-1.0%	-11.7%	0.5%
CSc1nc2nc(-c3cccs3)cc(C(F)(F)F)c2c(=O)[nH]1	1.3%	0.9%	3.5%	0.0%	2.6%	-36.3%	-0.7	0.4%	-0.7%	4.2%	121.9%[activator]
c1ccc(-c2ccc(-c3cn4c(n3)CCC4)cc2)cc1	-6.0%	?	-7.3%	18.2%	?	21.6%	?	-0.9%	-10.3%	-15.3%	-4.0%
Cc1cc2c(c(N3CCOCC3)n1)C(=O)OC2	-5.7%	3.0%	-7.8%	47.5%	2.1%	9.5%	1.4	-0.4%	0.3%	-8.3%	7.0%
O=C1OCCC1Sc1nnc(-c2ccc(Cl)cc2Cl)o1 (configuration not stated)	-1.4%	-5.0%	3.7%	4.5%	-8.8%	-70.3%	.	-0.2%	-3.5%	8.7%	-1.4%
Fc1ccc(NC(=S)N/N=C/c2cccc(Br)c2)c(F)c1	-1.1%	?	-3.1%	0.9%	0.5%	13.8%	-1.7	-0.2%	2.2%	29.0%	-3.3%
Cc1ccc(NC(=S)N(CCN2CCCCC2)Cc2ccco2)cc1C	-0.6%	-4.1%	-7.1%	-13.4%	-1.5%	0.7%	8.2	0.3%	-0.3%	-17.0%	1.5%
CCOC(=O)c1[nH]ncc1CN1CCc2ccc(NC(=O)C3CCCO3)cc2C1 (configuration not stated)	0.1%	-0.3%	-4.2%	1.5%	-5.2%	-1.9%	-1.1	3.1%	1.9%	16.9%	6.2%
O=C1CCCN1CCC(=O)N1CCCC(Nc2ccc(F)c(F)c2)C1 (configuration not stated)	1.9%	9.7%	-2.2%	9.0%	9.1%	15.3%	-1.2	-0.3%	-1.6%	-22.8%	0.5%
O=C(CCc1nc2sc3c(c2c(=O)[nH]1)CCCC3)NCC(=O)Nc1ccccc1Br	-1.6%	6.9%	7.5%	-6.5%	-0.3%	-36.2%	2.8	-2.4%	-0.5%	-17.8%	0.0%
Cc1ccc(C)c(NS(=O)(=O)c2ccc(OCC(=O)NCc3cccnc3)cc2)c1	2.4%	1.9%	-2.7%	-1.1%	-18.5%	4.9%	1.0	4.3%	-8.2%	-20.7%	6.5%
CC(OC(=O)c1cc2sccc2n1C)C(=O)NCCc1ccccc1 (configuration not stated)	0.4%	-1.5%	-0.7%	-3.1%	0.7%	-65.4%	4.1	0.1%	5.2%	-1.4%	-9.6%
COCC(=O)Nc1sc2c(c1C(=O)OC)C(C(=O)OC)CC2 (configuration not stated)	-5.8%	-3.1%	-2.6%	-0.8%[7.66 µM]	-4.3%	-17.2%	9.0	-0.2%	-3.6%	2.5%	5.0%
COc1cc(/C=N/NC(=O)CC(=O)NC2CCCCC2)ccc1O	1.1%	1.0%	-8.1%	-5.4%	-2.6%	-12.4%	-3.1	0.0%	0.9%	-2.4%	54.2%[activator]
CC(=NNC(=O)Cn1ccc(C(F)(F)F)n1)c1ccc(-n2ccnc2)cc1	2.6%	-2.8%	-0.4%	4.3%	-7.2%	-47.7%	.	0.3%	-4.5%	3.3%	-0.5%
COc1ccc(N2CCN(C(=O)CNC(=O)c3nn(-c4ccc(OC)cc4)c(=O)c4ccccc34)CC2)cc1	2.6%	-19.1%	-7.9%	?	-4.5%	-36.6%	9.3	0.0%	-1.5%	-13.4%	-4.7%
CCOC(=O)C1(C)NC(c2ccco2)C2C(=O)N(c3ccc(C)cc3)C(=O)C21 (configuration not stated)	1.5%	1.7%	-1.4%	-13.1%	-1.0%	0.0%	2.4	-0.6%	-3.1%	-5.7%	-0.4%
NC(=O)c1c(NC(=O)C2c3ccccc3Oc3ccccc32)sc2c1CCCCC2	5.0%	1.2%	-4.9%	?	-0.7%	0.4%	16.3	0.1%	3.4%	-2.3%	0.9%
CC(=O)N1CCN(c2nc(-c3ccco3)c3c(c2C#N)CC(C)(C)SC3)CC1	-1.8%	-5.5%	-4.0%	-36.4%[inhibitor]	-21.3%	-25.5%	?	0.0%	-2.6%	-5.0%	381.5%[activator]
O=C(Nc1c(-c2ccccc2)nc2sccn12)c1ccccc1	0.1%	10.5%	-3.3%	15.1%	-9.6%	-1.5%	-1.1	0.1%	-3.3%	-1.4%	5.1%

Assay outcomes (PubChem)
